mIAP inh: mouse IAP inhibition | purified mouse IAP, CDP-Star luminescence, 30 min | inhibition, % at 10 µM | 0.2% of 330,000 active;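 active = inhibition of at least 40% at 10 µM in the primary screen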;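 also: plate controls were DMSO with enzyme for no effect and no enzyme wells for full effect; values of inactives mirror those of a sister screen read the other way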
hIAP block: human IAP inhibition | 0.12% of 330,000 active | AID 2544 | purified IAP, CDP-Star luminescence, 30 min | inhibition, % at 10 µM | P09923;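 active = inhibition reaching a set limit with compound at 10 µM in the primary screen, cut at about 35% in these data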;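 also: plate controls were DMSO wells with enzyme for no effect and no-enzyme buffer wells for full effect; values of inactives mirror those of a sister screen read the other way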
Target sequence (P09923 whole entry, looked up): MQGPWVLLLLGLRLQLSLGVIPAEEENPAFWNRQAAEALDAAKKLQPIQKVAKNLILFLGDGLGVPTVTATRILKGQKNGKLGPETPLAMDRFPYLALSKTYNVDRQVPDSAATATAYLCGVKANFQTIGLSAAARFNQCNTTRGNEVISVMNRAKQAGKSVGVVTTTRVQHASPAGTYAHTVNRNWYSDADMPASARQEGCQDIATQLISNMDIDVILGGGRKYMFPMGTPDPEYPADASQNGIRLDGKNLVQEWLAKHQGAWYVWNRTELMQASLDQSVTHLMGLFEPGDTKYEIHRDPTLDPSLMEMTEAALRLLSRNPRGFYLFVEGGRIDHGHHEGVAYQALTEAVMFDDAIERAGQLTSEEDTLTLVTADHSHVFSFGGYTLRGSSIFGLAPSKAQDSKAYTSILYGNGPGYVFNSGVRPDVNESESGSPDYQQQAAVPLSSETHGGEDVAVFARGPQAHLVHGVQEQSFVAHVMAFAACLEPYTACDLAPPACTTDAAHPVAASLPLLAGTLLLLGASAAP
mIAP activ: increases mouse intestinal alkaline phosphatase activity; muIAP, CDP-Star luminescence, 30 min; stronger effect = higher value; 1 = vehicle-only enzyme signal, 0 = enzyme-free wells; activation factor at 10 µM; 0.24% of 330,000 active;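 active = activation factor of at least 2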; also: the source names both 10 and 20 µM as test concentration; values of inactives mirror those of a sister screen read the other way
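also added = chemiluminescent substrate CDP-Star | test system = mouse IAP enzyme | signal = chemiluminescence readout | compound = DMSO-dissolved test compounds | incubation = 30 min at room temperature | benchmarks = DMSO wells, no-enzyme wells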
HKDC1 inh: blocks human hexokinase HKDC1 activity; recombinant HKDC1, G6PDH/diaphorase resazurin coupled fluorescence; inhibition, % at 20 µM; 0.16% of 340,000 active; Q2TB90;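 active = inhibition above about 35% when tested at 20 µM, limit read from the data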;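 also: plate controls were DMSO wells with enzyme for no effect and DMSO wells lacking enzyme for full effect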
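Test system: Recombinant HKDC1 (HK5) hexokinase enzyme, produced in-house | Input: HKDC1 at 5 µg/mL | Buffer or medium: Tris pH 8.0 buffer with MgCl2, Tween-20, BSA, BME | Schedule: 90 min reaction incubation at room temperature, dark | Technique: Resazurin-to-resorufin fluorescence via G6PDH and diaphorase coupling, 525/613 nm | Controls: DMSO wells with and without enzyme mix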
ATG4B inhibitor: blocks human ATG4B protease cleavage of LC3 substrate; AID 504462; 0.51% of 340,000 active; ATG4B cleavage of LC3-PLA2, NBD-HPC fluorescence, 1 h; inhibition, % at 8.33 µM; Q9Y4P1; in the data active = inhibition above about 40%
Target sequence (Q9Y4P1 whole entry, looked up): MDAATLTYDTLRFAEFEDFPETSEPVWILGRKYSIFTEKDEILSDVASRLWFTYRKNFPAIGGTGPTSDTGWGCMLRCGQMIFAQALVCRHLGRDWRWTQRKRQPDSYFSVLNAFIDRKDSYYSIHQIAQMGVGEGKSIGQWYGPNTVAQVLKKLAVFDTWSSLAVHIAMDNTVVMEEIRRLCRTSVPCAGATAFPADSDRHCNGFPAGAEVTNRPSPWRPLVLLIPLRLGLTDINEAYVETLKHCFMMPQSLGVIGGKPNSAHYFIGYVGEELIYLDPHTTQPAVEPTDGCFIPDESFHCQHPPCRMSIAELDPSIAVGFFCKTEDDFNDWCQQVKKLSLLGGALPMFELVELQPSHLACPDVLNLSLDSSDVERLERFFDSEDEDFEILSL
PfGluPho inh: PfG6PD (Plasmodium falciparum) enzyme inhibition; AID 504690; 0.78% of 350,000 active; PfGluPho enzyme, NADPH resazurin-diaphorase fluorescence; inhibition, % at 20 µM;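 active = inhibition reaching at least a set limit at 20 µM in the primary screen, cut at about 59% in these data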;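 also: 0% = DMSO wells with substrate and 100% = DMSO wells lacking glucose-6-phosphate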
APOBEC3A inh: inhibitors of human APOBEC3A DNA deaminase; AID 493011; P31941; recombinant A3A, FAM/TAMRA ssDNA deamination fluorescence; 0.41% of 330,000 active; inhibition, % at 20 µM;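 active = at least 40% inhibition at 20 µM here, with at most 30% in a related deaminase screen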;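 also: plate controls were A3A with DMSO for no effect and wells lacking A3A enzyme for full effect; some results filed as inactive read as strong as hits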
hIAP act: increases human intestinal alkaline phosphatase activity | 0.16% of 330,000 active | activation factor at 10 µM | purified human IAP, CDP-Star luminescence, 30 min; stronger effect = higher value; 1 = vehicle-only enzyme, 0 = enzyme-free background | AID 2524 | P09923;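 active = activation factor of the enzyme at least 2-fold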; also: the source names both 10 and 20 µM as test concentration; values of inactives mirror those of a sister screen read the other way
* = called active by the depositor.

mIAP inh	hIAP block	mIAP activ	HKDC1 inh	ATG4B inhibitor	PfGluPho inh	APOBEC3A inh	compound	hIAP act
12	6	0.88	-3	-2	-1	-1	Cc1cc(Oc2ccc(=O)[nH]n2)nc(Cl)n1	0.94
4	2	0.96	-11	-8	10	0	CC(C)(C)NC(=O)C(c1ccccc1F)N(Cc1ccco1)C(=O)c1csnn1 (stereo not given)	0.98
9	13	0.91	7	0	-35	0	O=C1C2ON(c3ccccc3)C(c3ccccc3F)C2C(=O)N1c1ccccc1 (stereo not given)	0.87
-4	22	1	0	2	4	-3	COc1cc(OC)cc(-c2c(-c3ccc(F)cc3)c3cc(-c4ccc5cc[nH]c5c4)ccc3n2C)c1	0.79
11	4	0.89	0	-8	-9	-5	Cc1ccccc1NC(=O)c1cc(S(=O)(=O)N2CCCCC2)cs1	0.96
0	13	1	-2	-9	-6	3	CCOC(=O)c1sc2nc(SCC#N)n(CC3CCCO3)c(=O)c2c1C (stereo not given)	0.87
9	8	0.91	-6	-6	-18	-4	O=C(O)c1cc(NS(=O)(=O)c2ccc(N3CCOCC3)c([N+](=O)[O-])c2)cc(C(=O)O)c1	0.92
17	18	0.83	-16	-4	1	0	Cc1cc([N+](=O)[O-])nn1CC(=O)NNC(=S)Nc1ccc([N+](=O)[O-])cc1	0.82
1	-16	0.99	1	-8	13	9	CC(=O)Nc1ccc(NC(=O)CSc2ncnn2-c2ccccc2)cc1	1.2
2	-14	0.98	0	-8	-18	-2	COC(=O)c1sccc1NC(=S)N1CCC(C)CC1	1.1
-11	-12	1.1	-6	82*	-2	1	COc1c(Cl)cc(Cl)cc1CNc1ccc(S(N)(=O)=O)cc1	1.1
-6	-14	1.1	-1	0	8	1	CN(Cc1ccccc1)C1CCCN(C(=O)c2ccc(Cl)s2)C1 (stereo not given)	1.1
0	1	1	-3	6	-4	-1	COc1ccc(C(C)=O)cc1CSc1ncccn1	0.99
5	-3	0.95	-1	-6	0	-3	COc1ccccc1CNc1n[nH]c(NCc2ccccc2OC)n1	1
2	-21	0.98	-4	8	2	1	COc1ccc(/C=C2\SC(=NCc3ccccc3)NC2=O)cc1	1.2
6	12	0.94	-6	-5	17	-2	CC(C)C1CC(CCNCc2ccc(N(C)C)cc2)(c2ccccc2)CCO1 (stereo not given)	0.88
-5	4	1.1	-1	-1	4	-2	Cc1ccc(S(=O)(=O)N(CC(=O)NCC2CCCO2)C2CCCCC2)cc1 (stereo not given)	0.96
4	-22	0.96	-4	-11	-4	6	NC(=O)C1CCN(CC(=O)Nc2ccccn2)CC1	1.2
13	3	0.87	-2	-6	2	-1	CCOc1ccc(S(=O)(=O)NCC(=O)OCc2nnc(-c3ccccc3)o2)cc1	0.97
-4	6	1	-1	8	-19	-2	O=C(COC(=O)c1cccc(C(=O)OCC(=O)c2ccc(Br)cc2)n1)c1ccc(Br)cc1	0.94
-15	-23	1.1	-2	1	-8	-1	CCN(CC)C(=O)c1cnn(-c2ccccc2)c1NC(=O)c1cccc(F)c1	1.2
-15	15	1.2	-6	-4	8	-2	O=C(NCCn1ccc2ccccc21)c1ccc2c(c1)OCO2	0.85
-2	-2	1	-4	-7	14	-4	CN(C(=O)COC(=O)C1c2ccccc2Oc2ccccc21)C1CCS(=O)(=O)C1 (stereo not given)	1
10	9	0.9	-1	-17	51	2	COc1ccccc1NS(=O)(=O)c1cc(NC(=O)c2cc[n+]([O-])cc2)ccc1N1CCCC1	0.91
-6	-16	1.1	-4	-3	-14	-4	Cc1ccc(Cn2c(N3CCCCCC3)nc3c2c(=O)[nH]c(=O)n3C)cc1	1.2
-15	-8	1.1	-6	1	-10	-3	CN(C)/C=C/C(=O)C(F)(F)F	1.1
14	1	0.86	-7	2	6	0	O=C(/C=C/c1ccccc1)NCCC1=CCCCC1	0.99
-4	-15	1	2	6	-3	-7	Cc1ccc(S(=O)(=O)NC(=O)Nc2ccccc2)cc1	1.1
-2	2	1	0	5	1	-4	N#C/C(=C\c1c(Cl)cccc1Cl)c1nc2ccccc2o1	0.98
4	-10	0.96	-7	-6	-9	-1	CCOc1ccccc1CN1CCC(O)CC1	1.1
-1	12	1	-5	-4	1	2	O=C(CN(Cc1ccco1)S(=O)(=O)c1ccccc1)N/N=C/c1ccccc1C(=O)O	0.88
-1	-76	1	13	0	-2	1	O=C1C(Cl)=C(N2CCOCC2)C(=O)N1c1ccccc1	1.8
2	13	0.98	4	-7	8	-6	COc1ccc(N2CCN(C(CNS(=O)(=O)c3ccccc3)c3ccccc3)CC2)cc1 (stereo not given)	0.87
0	-13	1	0	-1	1	5	CC(CCc1ccccc1)NC(=O)/C=C/c1ccccc1 (stereo not given)	1.1
7	-5	0.93	-5	-2	3	2	COc1ccc(NC(=O)Nc2c(C)n(-c3ccccc3)c(=O)n2C)cc1OC	1
6	-2	0.94	-4	-4	-5	-2	C=CCn1c(SCC(=O)NCc2ccccc2)nnc1-c1cc(Br)ccc1O	1
10	-2	0.91	-4	-8	-14	0	COC(=O)c1ccc(CSc2nc3sc(C)c(C)c3c(=O)[nH]2)cc1	1
5	7	0.95	-9	-7	2	-1	COC(=O)c1ccc(-n2ccnc2)cc1	0.93
16	13	0.84	3	-9	10	-3	CCN1C/C(=C/c2ccc(OC)c(O)c2)C(=O)/C(=C/c2ccc(OC)c(O)c2)C1	0.87
3	4	0.97	-7	-8	2	-3	COc1ccc(OC)c(NS(=O)(=O)c2ccc(NC(=O)c3ccc(NS(C)(=O)=O)cc3)cc2)c1	0.96
-2	-3	1	-5	3	-3	-4	CCN1CCN(C(c2ccccc2)c2sc3nc(C)nn3c2O)CC1 (stereo not given)	1
-1	-21	1	-4	0	-14	-9	Cc1cccc(OCc2nnc(SCC(=O)O)n2-c2ccccc2)c1	1.2
-13	-16	1.1	-5	-13	22	-3	Cc1ccc(S(=O)(=O)C(C#N)=C2N(C)c3ccccc3N2C)cc1	1.2
0	0	1	-8	-5	-6	0	CCOC(=O)c1c(C)[nH]c(C)c1S(=O)(=O)N(C)CC(=O)Nc1ccccc1	1
6	5	0.94	8	11	8	0	CSC(C(=O)c1cc2ccccc2o1)c1ccccc1 (stereo not given)	0.95
20	-15	0.8	-5	-2	11	2	Cc1c(Cl)cccc1NC(=O)CSC(N)=O	1.2
5	-2	0.95	-3	-3	11	-1	Cc1ccc(NC(=O)c2c(C)nc3ccccn23)cc1C	1
2	-3	0.98	-6	-7	1	0	CCCn1nc(C(=O)N(C)CC(=O)Nc2ccc(OCC)c(OCC)c2)c2ccccc2c1=O	1
12	12	0.88	1	9	-4	5	CCc1ccc(OCc2nc(-c3ccccn3)no2)c(Br)c1	0.88
6	-20	0.94	-6	-4	-12	-2	O=C(Oc1cc(=O)oc2ccccc12)c1ccco1	1.2
9	16	0.91	-6	-4	2	8	CC(=O)Nc1ccc(Nc2ncc([N+](=O)[O-])c(Nc3ccc(NC(C)=O)cc3)n2)cc1	0.84
-16	7	1.2	-2	4	-9	0	O=C(NCC(c1cccs1)N1CCOCC1)c1ccco1 (stereo not given)	0.93
-15	8	1.2	4	-15	5	5	CCOc1ccc2oc(C(=O)N(CC)CC(=O)Nc3ccc(NC(C)=O)cc3)c(C)c2c1	0.92
-6	-2	1.1	-5	-10	11	-5	CCCC[n+]1c(-c2ccc(Cl)cc2Cl)csc1Nc1ccccc1	1
7	0	0.93	1	1	-15	-1	COc1cc2nc(NC(=O)c3ccc(Cl)cc3)[nH]c(=O)c2cc1OC	1
4	10	0.96	0	-1	14	-7	CCCc1nc(NCCCOCC)c2nnn(Cc3ccccc3)c2n1	0.9
-6	9	1.1	0	-3	-52	-3	COc1cccc([C@@H]2Oc3ccc(OC)cc3C(=O)[C@H]2O)c1	0.91
7	0	0.93	-5	-3	-9	-2	COc1ccc(C(=O)NC(=O)Nc2ncccc2C)cc1	1
9	16	0.91	1	0	11	6	Cc1ccc(S(=O)(=O)N(C)c2ccc(OCC(=O)OCC(=O)N(CC#N)c3ccccc3)cc2)cc1	0.84
-4	4	1	1	2	5	-8	OC1c2cc(Br)ccc2N=C2CCCN21 (stereo not given)	0.96

Quoted at random: 4 entries already listed.
mIAP inh	hIAP block	mIAP activ	HKDC1 inh	ATG4B inhibitor	PfGluPho inh	APOBEC3A inh	compound	hIAP act
13	3	0.87	-2	-6	2	-1	CCOc1ccc(S(=O)(=O)NCC(=O)OCc2nnc(-c3ccccc3)o2)cc1	0.97
4	-10	0.96	-7	-6	-9	-1	CCOc1ccccc1CN1CCC(O)CC1	1.1
5	7	0.95	-9	-7	2	-1	COC(=O)c1ccc(-n2ccnc2)cc1	0.93
-15	-8	1.1	-6	1	-10	-3	CN(C)/C=C/C(=O)C(F)(F)F	1.1

The list continues:
mIAP inh	hIAP block	mIAP activ	HKDC1 inh	ATG4B inhibitor	PfGluPho inh	APOBEC3A inh	compound	hIAP act
-2	6	1	-2	-4	-1	-2	CC(=O)Nc1cc[n+](CC(=O)c2ccc(Cl)cc2)cc1	0.94
-5	-25	1.1	10	3	8	-2	COC(=O)CCCC1=CC2=C(c3ccccc3)C(=O)C(C)(OC(=O)C3CCCC3)C(=O)C2=CN1CC1CC1 (stereo not given)	1.2
4	0	0.95	-7	3	-7	-2	Cc1nn(-c2ccccc2)c(C)c1-c1nnc(C(F)(F)F)o1	1
3	-9	0.97	4	-6	0	-3	OC(CN1CCN(c2ccc(F)cc2)CC1)c1ccc(Cl)cc1 (stereo not given)	1.1
0	-2	1	-5	-9	0	-4	CCSc1nc2ccccc2n1CC(=O)N1CCCCC1	1
-26	-35	1.3	-4	-1	-9	-5	COc1cc(C(=O)Nc2cc(C)ccc2C)ccc1OCc1c(C)noc1C	1.4

High-throughput results deposited in PubChem by Sanford-Burnham Center for Chemical Genomics.
